# GRP78 ERSR act: ER stress response induction in glioma. U87-MG GRP78 promoter luciferase reporter, 16 h. 0.02% of 420,000 active. Potency, µM, for the others: top-dose activation, most hits filed as activators. AID 602332; active = well fitted activation curve with a large enough effect; also: series mostly up to about 76 µM; % of control where 0% means no effect; nearly all actives have a fitted effect of over 35% in size
#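 ERSR induction read as luciferase luminescence (Bright-Glo, 10 min at room temperature) in stably transfected human U87-MG glioma cells exposed to compounds for 16 h, using GRP78 as sensor.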
# * hit, by the source's call; & = joins results of further samples. Potency is read from the fitted curve at half-maximal effect. The list is partial; rates above refer to the full screens.
SMILES,GRP78 ERSR act
O=C(O)c1ccc(-c2c3nc(c(-c4ccc(C(=O)O)cc4)c4ccc([n-]4)c(-c4ccc(C(=O)O)cc4)c4nc(c(-c5ccc(C(=O)O)cc5)c5ccc2[n-]5)C=C4)C=C3)cc1.[Mn+3],-3%&-3%
COc1cccc([C@@H]2Oc3ccc(OC)cc3/C(=N/O[C@@H](C)CN3CCCCc4nc(C)c(C)cc43)[C@@H]2O)c1,-3%
CC#CC(C)C(OCOC)C(CC(C)Cc1cc(Br)cc(OCc2ccccc2)c1OC)OC (stereo unspecified),4%
N[C@@H]1C(O)OC(CO)C(O)C1O (stereo partly specified),-5%
COc1ccc(CNc2nc(NCc3ccc(OC)cc3)c3ncn(C(C)C)c3n2)cc1,-6%
CC(=O)OC[C@@H]1O[C@H](C/C=N\OC[C@@H](C)[C@H](OCc2ccccc2)C(C)C)C=C[C@@H]1OC(C)=O,-5%
CC(=O)OCC1=C(C(=O)O)N2C(=O)[C@@H](NC(=O)CSc3ccncc3)[C@@H]2SC1,-3%
CC1CCC(C(C)C)[C@H](O)C1 (stereo partly specified),-4%
C=COCC1CN2C(CCC(C)C2c2ccc(Br)cc2)C(=O)O1 (stereo unspecified),-5%&-2%
CCC(C)c1cc([N+](=O)[O-])cc([N+](=O)[O-])c1OC(C)=O (stereo unspecified),5%
COC[C@@H](c1ccc(C(F)(F)F)cc1)N1CCN(C2(C)CCN(C(=O)c3c(C)ncnc3C)CC2)C[C@@H]1C,-3%
CC#C[C@@]1(O)CC[C@H]2[C@@H]3CCC4=CC(=O)CCC4=C3[C@H](c3ccc(N(C)C)cc3)C[C@]21C,-5%
CC(C)[C@H](NC(=O)OC(C)(C)C)[C@@H](O)CC(=O)OC(C)(C)C,-3%
CCC(=O)O[C@]1(C(=O)CCl)[C@@H](C)CC2C3C[C@H](F)C4=CC(=O)C=CC4(C)[C@@]3(F)C(O)CC21C (stereo partly specified),-2%
COC(=O)[C@@H]1CC[C@H](C)[C@@H](c2ccc(C)cc2)N1C(=O)c1ccc(/C=N\OCC[C@@H]2C=C[C@H](OC(C)=O)[C@H](COC(C)=O)O2)cc1,-4%
COC(=O)C1=C(C)NC(C)=C(C(=O)OCCNCc2ccccc2)C1c1cccc([N+](=O)[O-])c1 (stereo unspecified),-5%
C[C@H]1CC[C@@H]2[C@@H](C)[C@H]3[C@H](C[C@H]4[C@@H]5CC=C6C[C@@H](O[C@]7(O[C@H]8O[C@@H](C)[C@@H](O)[C@@H](O)[C@@H]8O)C[C@@H](O[C@@H]8O[C@H](CO)[C@@H](O)[C@H](O)[C@@H]8O)[C@@H](O)[C@H](CO)O7)CC[C@]6(C)[C@H]5CC[C@@]34C)N2C1,-6%
CSC(N)=NCCCC(N)C(=O)O (stereo unspecified),-2%
COc1ccc(C2CC(=O)c3ccc(OC)cc3O2)cc1 (stereo unspecified),-5%
O=C(N/N=C1/C[C@@H](O)[C@@H](O)[C@@H]2[C@@H]3C(=O)N(c4cccc(Oc5ccccc5)c4)C(=O)[C@H]3CC[C@@H]12)OCc1ccccc1,-5%
CO[C@]1(NC(=O)C(C(=O)O)c2ccc(O)cc2)C(=O)N2C(C(=O)O)=C(CSc3nnnn3C)COC21 (stereo partly specified),-6%
C1CCN2CC3CC(CN4CCCC[C@@H]34)C2C1 (stereo partly specified),-1%
COc1ccc(C(=O)/C=C/c2ccccc2)cc1,6%
CC(=O)Oc1ccc2c(c1C(C)C)CCC1C(C)(C)CCC[C@@]21C (stereo partly specified),-4%
Cc1ccc(S(=O)(=O)n2c3ccccc3c3nnc(C(=O)c4ccccc4)nc32)cc1,-1%
Nc1nc(O)c2ncn([C@H]3CC[C@@H](CO)O3)c2n1,-3%
CCCN(CCc1cccs1)[C@H]1CCc2c(O)cccc2C1,-3%
C[C@@H]1[C@H](C)CC[C@@]2(C(=O)O)CC[C@]3(C)C(=CC[C@H]4[C@@]5(C)CC[C@@H](O)C(C)(C)[C@@H]5CC[C@@]43C)[C@@H]12,-4%
CCOC(=O)CCN1C(=O)[C@H]2[C@H]3[C@H](O)[C@H](O)C/C(=N/OC/C=C(\C)CCC=C(C)C)[C@H]3CC[C@@H]2C1=O,-5%
c1ccc(-c2nn[nH]n2)c(Nc2cccc3c2CCCC3)c1,-7%
CCCCC[C@H](O)/C=C\[C@H]1[C@H](C/C=C\CCCC(=O)O)[C@@H](O)C[C@H]1O (tested in a mixture with another compound),-4%
CC[C@H](c1ccc(O)cc1)[C@@H](CC)c1ccc(O)cc1,-2%
CCOC(=O)OCC1OC(C#Cc2ccccc2)C=CC1Oc1cccc(N(C)C)c1 (stereo unspecified),-4%
CCCC(=O)Nc1c(I)cc(I)c(C[C@H](CC)C(=O)O)c1I,0%
CSCC[C@H](N)C(=O)N[C@@H](CO)C(=O)N[C@@H](CCCN=C(N)N)C(=O)N1CCC[C@H]1C(=O)N[C@@H](C)C(=O)N[C@@H](CS)C(=O)N1CCC[C@H]1C(=O)N[C@@H](CC(N)=O)C(=O)N[C@@H](CC(=O)O)C(=O)N[C@@H](CCCCN)C(=O)N[C@@H](Cc1ccc(O)cc1)C(=O)N[C@@H](CCC(=O)O)C(=O)O,-6%
C[C@@H](c1ccccc1)N1C(=O)[C@H]2[C@H]3[C@H](O)[C@H](O)C/C(=N/OCc4ccccc4)[C@@H]3CC[C@@H]2C1=O,-5%
CC(C)C[C@H](NC(=O)[C@H](CCCCN)NC(=O)CNC(=O)[C@H](CC(C)C)NC(=O)[C@@H](NC(=O)[C@@H]1CSSC[C@H](N)C(=O)N[C@@H](CO)C(=O)N[C@@H](CC(N)=O)C(=O)N[C@@H](CC(C)C)C(=O)N[C@@H](CO)C(=O)N[C@@H]([C@@H](C)O)C(=O)N1)C(C)C)C(=O)N[C@@H](CO)C(=O)N[C@@H](CCC(N)=O)C(=O)N[C@@H](CCC(=O)O)C(=O)N[C@@H](CC(C)C)C(=O)N[C@@H](Cc1cnc[nH]1)C(=O)N[C@@H](CCCCN)C(=O)N[C@@H](CC(C)C)C(=O)N[C@@H](CCC(N)=O)C(=O)N[C@H](C(=O)N[C@@H](Cc1ccc(O)cc1)C(=O)N1CCC[C@H]1C(=O)N[C@@H](CCCNC(=N)N)C(=O)N[C@H](C(=O)N[C@@H](CC(N)=O)C(=O)N[C@H](C(=O)NCC(=O)N[C@@H](CO)C(=O)NCC(=O)N[C@H](C(=O)N1CCC[C@H]1C(N)=O)[C@@H](C)O)[C@@H](C)O)[C@@H](C)O)[C@@H](C)O,5%
CC(C)(C)C(=O)OCOP(=O)(OCOC(=O)C(C)(C)C)C(C)(Oc1ccc(O)cc1)P(=O)(OCOC(=O)C(C)(C)C)OCOC(=O)C(C)(C)C,-6%
CC(=O)O[C@]1(C(=O)CO)[C@@H](C)C[C@H]2[C@@H]3CCC4=CC(=O)C=C[C@]4(C)[C@@]3(F)[C@@H](O)C[C@]21C,-3%
CC(=O)OCC1OC(C#Cc2ccc(C(C)(C)C)cc2)C=CC1OC(C)=O (stereo unspecified),1%
C[C@@H]1OC2C3=C(C(=O)[C@H]4O[C@@H]4[C@H]3O)[C@@H]1[C@H]1[C@H](C)OC=C3[C@H](O)[C@H]4O[C@H]4/C(=N\OCc4ccccc4)[C@@]321,18%
NC(N)=NCCC[C@H](N)C(=O)NCC(=O)N[C@@H](CC(=O)O)C(=O)N[C@@H](CO)C(=O)O,3%
O=C1[C@H]2[C@H]3[C@H](O)[C@H](O)C/C(=N/OCc4ccccc4)[C@@H]3CC[C@@H]2C(=O)N1C1CCCCC1,1%
CC[C@H](C)[C@H](NC(=O)[C@H](Cc1ccc(O)cc1)NC(=O)[C@@H]1CCCN1C(=O)[C@H](CCCCN)NC(=O)[C@@H](N)CCCCN)C(=O)N[C@@H](CC(C)C)C(=O)O,0%
CC[C@@]1(O)C(=O)OCc2c1cc1n(c2=O)Cc2cc3c([N+](=O)[O-])cccc3nc2-1,-3%
CC(C)=CCC/C(C)=C/CO/N=C1/[C@H]2O[C@@H]2[C@@H](O)[C@H]2[C@H]1CCn1c(=O)n(-c3ccccc3)c(=O)n12,-2%
CC1(C)OC[C@@H]2O[C@@]3(C(=O)O)OC(C)(C)O[C@@H]3[C@@H]2O1,-2%
CC1CC[C@@]2(OC1)OC1CC3C4CC=C5CC(O)CC[C@@]5(C)C4CC[C@]3(C)C1C2C (stereo partly specified),-2%
COc1ccc2c(=O)cc(-c3ccccc3)oc2c1O,2%
COc1ccc(-c2cc(=O)c3c(O)cc(O[C@@H]4OC(COC5OC(C)C(O)C(O)[C@@H]5O)C(O)C(O)C4O)cc3o2)cc1 (stereo partly specified),-4%
CC/C=C\CC[C@H](OC(=O)c1ccc(Br)cc1)C1=CCCCC1=O,-3%
CC1CC2C3CCC4=CC(=O)C=C[C@@]4(C)[C@]3(F)C(O)C[C@]2(C)[C@]1(O)C(=O)COP(=O)(O)O (stereo partly specified),-5%
OCCOC[C@H]1O[C@H](OCCO)[C@H](OCCO)[C@@H](OCCO)[C@@H]1OCCO (tested in a mixture with another compound),-2%
Cc1ccc(S(=O)(=O)OC[C@@H]2CN3[C@H](c4ccc(Br)cc4)[C@H](C)CC[C@H]3C(=O)O2)cc1,-4%
O=C1[C@@H]2[C@H]3C(=CC[C@@H]2C(=O)N1Cc1ccccc1)C1(OCCCO1)[C@H]1O[C@@H]1[C@H]3O,-5%
C=C(C)C(=O)OCC1CN2C(CCC(C)C2c2ccc(Br)cc2)C(=O)O1 (stereo unspecified),-5%&-4%&-5%
COc1ccc(-c2coc3cc(OC(C)=O)cc(OC(C)=O)c3c2=O)cc1,1%
CC12C=CC(=O)C=C1CCC1C2C(O)CC2(C)C1CCC2(O)C(=O)COC(=O)CCC(=O)O (stereo unspecified),-3%
CC[C@H](C)[C@H](NC(=O)[C@@H]1CCCN1C(=O)[C@H](C)NC(=O)[C@H](CC(N)=O)NC(=O)[C@@H]1CCCN1C(=O)[C@@H]1CCCN1C(=O)[C@H](CCCN=C(N)N)NC(=O)[C@H](Cc1ccc(O)cc1)NC(=O)[C@H](C)NC(=O)[C@@H]1CCCN1C(=O)[C@@H]1CCCN1C(=O)[C@@H](N)[C@@H](C)O)C(=O)N[C@@H](CC(C)C)C(=O)O,0%
CC(O)C1CCC2C3CCC4CC(O)CCC4(C)C3CCC12C (stereo unspecified),-2%

# Gathered by group: the compounds so far containing an aryl methoxy group (8)
SMILES,GRP78 ERSR act
COc1cccc([C@@H]2Oc3ccc(OC)cc3/C(=N/O[C@@H](C)CN3CCCCc4nc(C)c(C)cc43)[C@@H]2O)c1,-3%
CC#CC(C)C(OCOC)C(CC(C)Cc1cc(Br)cc(OCc2ccccc2)c1OC)OC (stereo unspecified),4%
COc1ccc(CNc2nc(NCc3ccc(OC)cc3)c3ncn(C(C)C)c3n2)cc1,-6%
COc1ccc(C2CC(=O)c3ccc(OC)cc3O2)cc1 (stereo unspecified),-5%
COc1ccc(C(=O)/C=C/c2ccccc2)cc1,6%
COc1ccc2c(=O)cc(-c3ccccc3)oc2c1O,2%
COc1ccc(-c2cc(=O)c3c(O)cc(O[C@@H]4OC(COC5OC(C)C(O)C(O)[C@@H]5O)C(O)C(O)C4O)cc3o2)cc1 (stereo partly specified),-4%
COc1ccc(-c2coc3cc(OC(C)=O)cc(OC(C)=O)c3c2=O)cc1,1%

# Later entries:
SMILES,GRP78 ERSR act
O=C(NNCNNC(=O)c1ccncc1)c1ccncc1,-1%
COc1cccc2c1C(=O)c1c(O)c3c(c(O)c1C2=O)C[C@@](O)(C(=O)CO)C[C@@H]3OC1C[C@@H](N)[C@H](O)[C@H](C)O1 (stereo partly specified),-6%
COc1ccc2c(c1)OCC(Cc1ccc(OC)c(OC(C)=O)c1)C2=O (stereo unspecified),-6%
C=C1c2cccc(OC)c2O[C@H](C(=O)OCC)[C@@H]1CCC(C)C,-3%
CC1=CC(=O)C2=C(C)CC[C@H]3[C@H](C)C(=O)O[C@@H]3C12 (stereo partly specified),-1%
COC(=O)CCC(C)C1CCC2C3C(O)C[C@@H]4CC(O)CC[C@@]4(C)C3CC(O)[C@]12C (stereo partly specified),-2%
CC[C@H](C)[C@H](NC(=O)[C@H](Cc1ccc(O)cc1)NC(=O)[C@H](Cc1cnc[nH]1)NC(=O)[C@H](CCCNC(=N)N)NC(=O)[C@H](CC(C)C)NC(=O)[C@H](C)NC(=O)[C@@H](N)CO)C(=O)N[C@@H](CC(N)=O)C(=O)N[C@@H](CC(C)C)C(=O)N[C@H](C(=O)N[C@H](C(=O)N[C@@H](CCCNC(=N)N)C(=O)N[C@@H](CCC(N)=O)C(=O)N[C@@H](CCCNC(=N)N)C(=O)N[C@@H](Cc1ccc(O)cc1)C(N)=O)[C@@H](C)O)[C@@H](C)CC,-1%
O=C(O)C(Cc1cc(I)c(O)c(I)c1)c1ccccc1 (stereo unspecified),0%
NCC[C@H](O)C(=O)N[C@H]1C[C@@H](N)[C@@H](O[C@H]2O[C@@H](CN)[C@@H](O)[C@@H](O)[C@@H]2O)[C@@H](O)[C@@H]1O[C@H]1O[C@@H](CO)[C@@H](O)[C@@H](N)[C@@H]1O,-6%
Cc1cc2c(nc1C)CCCN2C[C@H](C)O/N=C\[C@@H](C)[C@H](OCc1ccccc1)C(C)C,-2%
COc1ccc2c(c1)OCC(Cc1ccc(OC)c(OC)c1)C2=O (stereo unspecified),-3%
CC(C)[C@@H](OCc1ccccc1)[C@H](C)/C=N\OC[C@@H](O)[C@@H]1O[C@@H]2OC(C)(C)O[C@@H]2[C@H]1O,-3%

# From PubChem
